Bioassay records as filed in PubChem.
POLB inh – DNA polymerase beta (human) inhibition; P06746; Pol beta primer extension/strand displacement, fluorescence kinetic; Potency, µM (series often up to 114 µM), for inactives: at the highest dose activity change, negative = inhibition, hits mostly inhibitors; 1.3% of 340,000 active; AID 485314; note: potency is the fitted concentration of half-maximal effect; % is set by controls: 0 for no effect and ±100 for the full control effect
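Homogeneous kinetic assay of primer extension and strand displacement by 10 nM Pol beta, preincubated 15 min at room temperature with compound before 50 nM substrate (final) was added. Read at 0 and 10 min; four-parameter Hill fit.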
ERG-DNA inh – inhibitors of human ERG Ets domain-DNA interaction. fluorescence polarization, His-ERG Ets domain / labelled DNA. Potency, µM (doses to about 76.9 µM), without a hit: at the highest dose FP activity, negative = inhibition, actives largely listed as inhibitors. 0.028% of 370,000 active; active = well fitted inhibition curve with a large enough effect in the polarisation, with a control signal flat; inconclusive = small, poorly fitted or top-dose-only effect, or effect the other way, or a change in a side signal; inactive = no such curve, though single readings can be large or run the other way; the % refers to the polarisation;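 note: polarization taken with two DNA probes labelled with fluorescein and Texas red; potency is the fitted concentration of half-maximal effect; % of control where 0% means no effect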
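His-tagged ERG Ets domain (1 uM in the protein solution; 300mM KCl, 50mM Tris-HCl, 1mM EDTA, 1mM DTT, pH 7.5) received compound, then a probe mix of 5 nM fluorescein-DNA and 100nM Texas-615-DNA. Fluorescence polarization was read for both dyes.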
RGS4 inhibitor – inhibitors of human regulator of G protein signaling 4 | AID 504845 | Transcreener GDP fluorescence polarization, RGS4-accelerated GTP hydrolysis | Potency, µM (series often up to 114 µM), without a hit: at the top dose activity change, negative = inhibition, usual class: inhibitors | 0.039% of 390,000 active | P49798; note: potency is the fitted concentration of half-maximal effect; % is set by controls: 0 for no effect and ±100 for the full control effect; nearly all actives have a fitted effect of over 75% in size; some results filed as inactive show a strong effect at the top dose
Target sequence (P49798 whole entry, looked up): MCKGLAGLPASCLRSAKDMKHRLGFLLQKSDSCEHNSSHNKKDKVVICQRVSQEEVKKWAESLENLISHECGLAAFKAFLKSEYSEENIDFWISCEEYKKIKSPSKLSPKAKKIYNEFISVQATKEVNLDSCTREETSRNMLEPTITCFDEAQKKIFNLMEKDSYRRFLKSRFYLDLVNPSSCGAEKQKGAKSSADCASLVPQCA
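MLSMR compounds (23 nl, pin-transferred) preincubated 10 min at room temperature with a 500nM (2x) first reagent, then RGS4 at 900nM (2x) plus Transcreener GDP mix added; fluorescence polarization (620/688 nm) read before and after 90 min at 30 °C.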
APEX1 inh – APE1 (human) endonuclease inhibition; recombinant APE1, TAMRA/BHQ-2 abasic DNA cleavage fluorescence; Potency, µM (series often up to 65.8 µM), without a hit: top-dose activity change, negative = inhibition, usual class: inhibitors; 0.35% of 350,000 active; AID 2517;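 note: potency is the fitted concentration of half-maximal effect; plate controls were vehicle for no effect and reference inhibitor for full effect; nearly all actives have a fitted effect of over 55% in size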
Target sequence (P27695 whole entry, looked up): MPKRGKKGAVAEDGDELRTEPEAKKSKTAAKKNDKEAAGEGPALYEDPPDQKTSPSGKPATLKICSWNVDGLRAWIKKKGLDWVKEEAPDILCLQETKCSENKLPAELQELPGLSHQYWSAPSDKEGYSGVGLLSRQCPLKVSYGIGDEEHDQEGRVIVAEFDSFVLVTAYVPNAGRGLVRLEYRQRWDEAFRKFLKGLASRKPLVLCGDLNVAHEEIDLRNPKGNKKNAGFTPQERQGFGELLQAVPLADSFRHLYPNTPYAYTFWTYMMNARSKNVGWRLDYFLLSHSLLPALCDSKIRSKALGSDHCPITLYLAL
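Enzyme (0.75 nM final) and test compound are incubated 15 min at room temperature before adding 50 nM quenched THF abasic-site duplex. Cleavage dequenches TAMRA, followed at 525/598 nm over three reads one minute apart.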
POLH inh – DNA polymerase eta (human) inhibition | Q9Y253 | recombinant Pol eta, fluorescent DNA replication assay | Potency, µM (series often up to 114 µM), inactives show at the top dose activity change, negative = inhibition, actives largely listed as inhibitors | 1.2% of 390,000 active | AID 588591; note: potency is the fitted concentration of half-maximal effect; % is set by controls: 0 for no effect and ±100 for the full control effect
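Pol eta at 10 nM preincubated with compounds 15 min at room temperature; reaction started with fluorescent substrate (50 nM final) and read kinetically at 0 and 10 min.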
LDHA block – inhibitors of human lactate dehydrogenase A; P00338; purified LDHA, NADH/diaphorase-resazurin fluorescence; hits give low values; activity change, % (values are at about 110 or 230 µM); 0.15% of 480,000 active; in the data active = activity change below about -30%; inconclusive = mostly about -25% to -30%;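 note: plate controls were DMSO wells for no effect and wells without enzyme for full effect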
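Enzyme activity of human lactate dehydrogenase 5 (2 nM; 0.06 mM NADH, 0.2 mM pyruvate, 5 min, RT) is measured via a resazurin/diaphorase fluorescence readout of residual NADH.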
Apoferritin bind – binds horse apoferritin like a general anesthetic. Potency, µM (doses to about 77.5 µM), inactives show top-dose activity change, negative = displacement, hits mostly inhibitors. apoferritin/1-aminoanthracene competitive binding, fluorescence. P02791. 0.074% of 350,000 active; note: potency is the fitted concentration of half-maximal effect; % is set by controls: 0 for no effect and ±100 for the full control effect; nearly all actives have a fitted effect of over 20% in size
Target sequence (P02791 2-175 limits assumed): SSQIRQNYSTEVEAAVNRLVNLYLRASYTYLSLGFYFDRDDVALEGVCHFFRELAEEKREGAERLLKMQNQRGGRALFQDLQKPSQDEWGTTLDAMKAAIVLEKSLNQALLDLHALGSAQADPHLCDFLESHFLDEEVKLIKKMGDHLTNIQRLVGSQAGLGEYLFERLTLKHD
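Steps: apoferritin (10 uM) was premixed with half-saturated 1-AMA in PBS, compounds were pin-transferred, plates stood 10 min at room temperature, fluorescence was read at 380/535 nm, and curves were fitted with a Hill equation.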
ALOX12 inh – inhibitors of human 12S-lipoxygenase ALOX12. P18054. purified 12hLO, xylenol orange hydroperoxide absorbance. Potency, µM (titrated, usually from 108 µM), without a hit: top-dose activity change, negative = inhibition, usual class: inhibitors. 1.1% of 580,000 active. AID 1671190; note: potency is the fitted concentration of half-maximal effect; % is set by controls: 0 for no effect and ±100 for the full control effect
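Hydroperoxide product was detected by ferrous iron/xylenol orange as the 573 to 405 nm absorbance ratio. Arachidonic acid at 40 uM (final) was turned over for 30 min at room temperature by 150 nM human 12hLO, pH 7.0 Hepes buffer, after 15 min compound preincubation.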
POLK inh – inhibitors of human DNA polymerase kappa; purified Pol kappa, fluorescent DNA synthesis assay, 10 min; Potency, µM (doses to about 107 µM), inactives show top-dose activity, negative = inhibition, usual class: inhibitors; 0.53% of 400,000 active; note: potency is the fitted concentration of half-maximal effect; % is set by controls: 0 for no effect and ±100 for the full control effect
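Kinetic fluorescence screen: compound preincubated 15 min RT with 10 nM enzyme; 50 nM substrate (final) initiates; reads at 0/10 min.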
* hit, by the source's call; ? = inconclusive; . = not tested or not shown; & = joins results of further samples; [ ] = dose if it differs, or a comment. Unless noted, calls come from the whole dose curve; as a rule, active = well fitted curve in the direction sought with a large enough effect; inconclusive = small, poorly fitted or top-dose-only effect, or another doubt; inactive = no such curve, though single readings can be large; an effect the other way counts as inactive or inconclusive. These rows are one share of the data, so the mix of outcomes need not match the whole.

Values run as follows: POLB inh | ERG-DNA inh | RGS4 inhibitor | APEX1 inh | POLH inh | LDHA block | Apoferritin bind | ALOX12 inh | POLK inh
COc1ccc(NC(=S)NC(=O)/C=C/c2ccco2)c(OC)c1
 : 13% | 5% | -27% | 1% | -5% | 0 | ? | 35µM* | -17%
Cc1cc(OC(C)C(=O)NCc2cccnc2)c2c(C)c(C)c(=O)oc2c1 (centres undefined)
 : 6% | 12% | 8% | 39% | 1% | 0&-2 | -8% | -1%&-2% | 1%
COc1ccc(OC)c(N=Cc2c(O)c3ccccc3oc2=O)c1
 : -3% | -3% | 11% | -14% | 0% | 1 | -7% | 12% | -12%
CCCCn1c(CCC(=O)O)nc2cc(S(=O)(=O)N(CC)CC)ccc21
 : 24% | 40%[activator] | -7% | -2% | -10% | 2 | -2% | 9% | -16%
COc1ccccc1CNC(=O)COc1ccccc1C(=O)c1cnn(-c2ccccc2)c1
 : . | 9% | -9% | -8% | -14% | 0 | . | 388%[activator] | 12%
CCOC(=O)C1CCN(S(=O)(=O)c2ccc(OCC(=O)OC)cc2)CC1
 : 1% | . | -3% | -1% | -3% | -8 | 6% | -3% | 1%
O=C(N/N=C/c1cc([N+](=O)[O-])ccc1O)/C(=C\c1cccs1)NC(=O)c1ccccc1
 : -2% | 4% | -18% | 4% | -13% | -2 | -12% | ? | -1%
N/C(=N\OC(=O)c1ccc2ccccc2c1)c1ccccn1
 : 1% | -18% | -13% | -1% | -13% | -2 | -20% | 14% | 5%
CCN(CC(=O)N1CCOCC1)S(=O)(=O)c1ccccc1
 : 86% | 1% | -4% | 8% | -16% | -4 | 7% | ? | 7%
CC1=C(C(=O)OC2CCCC2)C(c2ccc(Cl)cc2)CC(=O)N1 (centres undefined)
 : 0% | 6% | -13% | . | -21% | -10 | -4% | -10% | 4%
COC(=O)c1ccc(C2/C(=C(/O)c3ccc(Cl)cc3)C(=O)C(=O)N2C2CCS(=O)(=O)C2)cc1 (centres undefined)
 : -4% | 7% | -3% | 0% | 0% | -2 | -3% | ? | 5%
COc1ccc(-c2onc(C)c2C)cc1S(=O)(=O)NCC1CCN(Cc2ccccc2F)CC1
 : -9% | 4% | 2% | . | -13% | -2 | -3% | ? | -17%
NN1C(=O)/C(=C2/Sc3ccccc3N2CCCS(=O)(=O)O)SC1=S
 : 22µM* | 3% | -46% | -32% | 50µM* | -1 | 3% | 14µM* | -35%
O=C(O)c1cccc(-n2c(O)c(C=C3N=c4ccccc4=N3)sc2=S)c1
 : 10% | 8% | -31% | -11% | ? | -9 | -2% | -22% | -7%
CN(Cc1ccco1)C(=O)CCc1nc2sc3c(c2c(=O)[nH]1)CCCC3
 : 8% | 15% | -35% | 0% | ? | -5 | -17% | . | ?
CCOC(=O)N1CCN(C(=O)CCNS(=O)(=O)c2ccc(C)c(C)c2)CC1
 : . | -3% | 5% | 26% | -10% | -1 | . | -2% | -5%
CNc1ccccc1NC(=O)CCn1c(=S)oc2ccccc21
 : 7% | -10% | -7%[11.4 µM] | -3% | ? | -2 | -3% | 0% | -9%
COCc1nnc(NC(=O)CCCOc2ccccc2)s1
 : 4% | 8% | -16% | -5% | -16% | -2 | 9% | -14% | -3%
O=C(NCc1ccco1)c1ccc(Cn2c(SCc3ccc(F)cc3)nc3cccnc32)cc1
 : -16% | 4% | -19% | . | -1% | 3 | 12% | 0% | -28%
Cc1ccc2c(Cl)c(C(=O)NCCCn3ccnc3)sc2c1
 : -10% | 4% | -25% | -6% | 2% | 0 | 3% | -3% | -4%
COc1cc(COCC(O)CN2CCN(Cc3ccc4c(c3)OCO4)CC2)cc(OC)c1OC (centres undefined)
 : 16% | 13% | 18% | -1% | 0% | -10 | -7% | -11% | -3%
Cc1c2ccccc2cc(Cc2ccccc2)[n+]1C
 : 9% | 14% | -17% | 31% | 3% | 2 | -12% | 5.6µM* | 0%
Cc1ccc(-c2c3c(nc4sc(C(N)=O)c(N)c24)CCC3)cc1
 : 10% | 0% | -33% | -4% | -17% | -1 | -16% | 92%[activator] | -21%
CCc1ccc(C(=O)C(C)OC(=O)CN2C(=O)NC3(CCCC3)C2=O)cc1 (centres undefined)
 : . | -8% | -10% | . | -10% | -1 | . | ? | -8%
COc1ccccc1NC(=S)NC12CN3CN(CN(C3)C1)C2
 : 7% | -4% | 1% | -4% | -16% | 7 | -3% | 23% | 2%
CCN(CC)C(=O)CSC1=Nc2ccccc2C2=NC(c3ccccc3)C(=O)N12 (centres undefined)
 : ? | -1% | 30% | -1% | -2% | 4 | ? | -20% | -16%
CCOC(=O)C1CCCN(c2nc3c(C)cccn3c(=O)c2/C=C(\C#N)C(=O)NCc2ccco2)C1 (centres undefined)
 : 38%[activator] | -3% | -11% | 15% | -19% | 0 | -1% | -2% | -10%
CCn1c(Cc2cccc3ccccc23)nnc1SCC(=O)Nc1nccs1
 : 13% | -3% | -29% | 10% | -14% | -1 | -3% | 11% | -1%
O=C(O)c1ccc(NC(=O)C2(c3ccccc3)CCOCC2)cc1
 : 1% | -1% | 9% | 1% | -14% | -4 | 0% | 9% | -22%
CCOC(=O)Nc1ccc(S(=O)(=O)NCCCN2CCOCC2)cc1
 : ? | 5% | 14% | -1% | -2% | -4 | -10% | 0% | -13%
O=C(Nc1cccc(-n2cnnn2)c1)c1ccncc1
 : 75% | -6% | -1% | -7% | 3% | -10 | -5% | -14% | -1%
Cc1cccc(C)c1N1CCc2cn[nH]c21
 : 1% | -5% | -24% | 0% | 5% | -2 | -19% | -6% | -4%
COc1ccc(C2SCC(=O)N2C)cc1 (centres undefined)
 : -10% | -5% | 12% | -7% | -6% | -5 | -16% | 3% | -26%
COC(=O)C[C@H]1c2cc(F)cc(F)c2S(=O)(=O)N1C1CCN(Cc2ccccc2)CC1
 : . | -20% | -21% | . | -14% | 0 | . | ? | 3%&-13%
CC1=C(C(=O)OCC(C)C)C(c2ccsc2)NC(=O)N1 (centres undefined)
 : 24% | -1% | 14% | 12% | -3% | -2 | ? | -6% | -9%
CC(=O)c1ccc(NC2OC(C)C(O)C(O)C2O)cc1 (centres undefined)
 : 0% | 0% | -6% | -10% | -10% | -3 | 2% | ? | -1%
CC(CSc1n[nH]c(=S)s1)c1ccccc1 (centres undefined)
 : . | -3% | ? | . | -2% | -6 | . | ? | -14%
CCOCCCNS(=O)(=O)c1ccc(NC(=O)Cc2c(F)cccc2Cl)cc1
 : 1% | 0% | -13% | -3% | -18% | -6 | ? | -6% | -1%
O=[N+]([O-])c1cccc(S(=O)(=O)/N=C(/Nc2ccccc2)c2ccccc2)c1
 : . | -4% | -13% | 1% | -9% | -7 | . | -11% | -9%
CNC(=O)COC(=O)CNC(=O)c1cc(Cl)cc([N+](=O)[O-])c1
 : 14% | -2% | 9% | 14% | 2% | -5 | 2% | 4% | -4%
O=C(CNC(=O)c1ccco1)NCCCc1ccccc1
 : 0% | -6% | 39% | -6% | 6% | -11 | -6% | -2% | -4%
CCOc1ccc(NS(=O)(=O)c2ccc3[nH]cc(C(=O)NC(C)CC)c(=O)c3c2)cc1 (centres undefined)
 : 39% | -4% | 4% | 1% | ? | 0 | -17% | 0% | -26%
COc1ccc2nc(C(F)(F)C(F)(F)F)c(C#N)c(N)c2c1
 : -5% | -4% | -16% | 0% | -16% | 0 | -21% | 25% | 7%
CC(C)c1ccc(NC2CCCN(C(=O)CN3C(=O)CSC3=O)C2)cc1 (centres undefined)
 : 5% | -4% | -10% | 4% | -15% | -9 | -15% | -1% | -11%
CCOC(=O)c1sc(=S)n(-c2ccc3c(c2)OCO3)c1N
 : 29% | -1% | -36% | -2% | -8% | 2 | ? | ? | -28%

Single records (already shown).
`CCOC(=O)c1sc(=S)n(-c2ccc3c(c2)OCO3)c1N` reads POLB inh: 29%; ERG-DNA inh: -1%; RGS4 inhibitor: -36%; APEX1 inh: -2%; POLH inh: -8%; LDHA block: 2; Apoferritin bind: ?; ALOX12 inh: ?; POLK inh: -28%
`COc1ccccc1CNC(=O)COc1ccccc1C(=O)c1cnn(-c2ccccc2)c1` reads POLB inh: .; ERG-DNA inh: 9%; RGS4 inhibitor: -9%; APEX1 inh: -8%; POLH inh: -14%; LDHA block: 0; Apoferritin bind: .; ALOX12 inh: 388%[activator]; POLK inh: 12%

Entries listed so far with a Cl atom, in the order listed:
Values run as follows: POLB inh | ERG-DNA inh | RGS4 inhibitor | APEX1 inh | POLH inh | LDHA block | Apoferritin bind | ALOX12 inh | POLK inh
CC1=C(C(=O)OC2CCCC2)C(c2ccc(Cl)cc2)CC(=O)N1 (centres undefined)
 : 0% | 6% | -13% | . | -21% | -10 | -4% | -10% | 4%
COC(=O)c1ccc(C2/C(=C(/O)c3ccc(Cl)cc3)C(=O)C(=O)N2C2CCS(=O)(=O)C2)cc1 (centres undefined)
 : -4% | 7% | -3% | 0% | 0% | -2 | -3% | ? | 5%
Cc1ccc2c(Cl)c(C(=O)NCCCn3ccnc3)sc2c1
 : -10% | 4% | -25% | -6% | 2% | 0 | 3% | -3% | -4%
CCOCCCNS(=O)(=O)c1ccc(NC(=O)Cc2c(F)cccc2Cl)cc1
 : 1% | 0% | -13% | -3% | -18% | -6 | ? | -6% | -1%
CNC(=O)COC(=O)CNC(=O)c1cc(Cl)cc([N+](=O)[O-])c1
 : 14% | -2% | 9% | 14% | 2% | -5 | 2% | 4% | -4%
